Screens (PubChem)
TNF death inh – TNF-alpha cell death inhibition in Jurkat FADD-/- cells | activation (protection from cell death), % at 10 µM | Jurkat FADD-/- TNF necroptosis rescue, ATP luminescence, 24 h; 0 = TNF only, 100 = no-TNF cells | 220,000 compounds, 0.068% hits;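 active = activation, meaning protection from cell death, of at least 50% relative to plate controls; inactive = activation below 50%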;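 also: necroptosis triggered by 40 ng/mL TNF-alpha added together with compound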
Wee1 stabilizer – blocks degradation of human Wee1 kinase; P30291; HeLa Luc-Wee1K328M stability, luciferase luminescence; 100% = proteasome inhibitor MG132 effect; reporter increase, % at 5 µM; 220,000 compounds, 1.2% hits; AID 1321;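 active = activation above the mean of all tested compounds plus 3 SD, set per screening run, cut at about 8.8% in these data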;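 also: cells exposed to compound for 20 h before luminescence read; 0% = DMSO alone and 100% = MG132 at 30 µM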
PPC-1+TRAIL kill – kills PPC-1 cancer cells in the presence of TRAIL | cell killing (% activity), % at 4 µM | 220,000 compounds, 0.41% hits | AID 1443 | PPC-1 cells + TRAIL, ATPLite viability luminescence;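 active = cell killing above 50% in the first pass at 4 µM, then a duplicate retest at 5 µM averaging 50% or more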;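 also: plate controls were cells with TRAIL plus DMSO for no effect and medium-only wells lacking cells for full effect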
Tb hexokinase – blocks Trypanosoma brucei hexokinase 1 activity; 220,000 compounds, 0.11% hits; recombinant TbHK1, G6PDH-coupled NADH A340; AID 1430; inhibition, % at 10 µM;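 active = inhibition of 50% or more in the single-dose primary screen; inactive = inhibition below 50%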
FXIIa inh 1536 – factor XIIa (human) inhibition. P00748. purified FXIIa, Boc-QGR-AMC fluorogenic substrate, 2 h. inhibition, % at 5 µM. 220,000 compounds, 0.3% hits; in the data active = inhibition above about 40%;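 also: 0% = enzyme with no compound and 100% = blank without enzyme; many of its hits are not listed in these tables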
EP2 antag – EP2 receptor (human) inhibition. P43116. C6 glioma cells expressing human EP2, cAMP TR-FRET; cells stimulated with saturating PGE2. inhibition, % at 25 µM. 260,000 compounds, 0.52% hits;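 active = percent inhibition above 40 after rounding to a whole number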;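 also: rat C6 glioma host cells with rolipram phosphodiesterase inhibitor present; the protocol text gives 20 µM as final concentration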
Target sequence (P43116 whole entry, looked up): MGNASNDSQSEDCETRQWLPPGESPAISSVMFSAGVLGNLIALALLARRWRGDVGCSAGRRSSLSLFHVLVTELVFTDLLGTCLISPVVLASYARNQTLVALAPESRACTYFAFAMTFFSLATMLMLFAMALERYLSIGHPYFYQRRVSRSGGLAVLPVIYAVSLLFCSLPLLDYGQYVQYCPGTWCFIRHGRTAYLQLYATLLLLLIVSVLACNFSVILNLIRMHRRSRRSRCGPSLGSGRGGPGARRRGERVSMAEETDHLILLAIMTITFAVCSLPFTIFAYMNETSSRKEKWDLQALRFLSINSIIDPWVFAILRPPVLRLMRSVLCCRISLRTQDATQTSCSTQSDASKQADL
FXIa inh 1536 – blocks human coagulation factor XIa protease activity; P03951; purified FXIa, Boc-Glu-Ala-Arg-AMC fluorogenic substrate; inhibition, % at 5 µM; 220,000 compounds, 0.14% hits;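 active = inhibition of at least 40%; inactive = inhibition below 40%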;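 also: fluorescence of freed AMC excited at 355 nm; 0% = enzyme without compound and 100% = no enzyme blank; many of its hits are not listed in these tables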
Target sequence (P03951 19-387 limits assumed): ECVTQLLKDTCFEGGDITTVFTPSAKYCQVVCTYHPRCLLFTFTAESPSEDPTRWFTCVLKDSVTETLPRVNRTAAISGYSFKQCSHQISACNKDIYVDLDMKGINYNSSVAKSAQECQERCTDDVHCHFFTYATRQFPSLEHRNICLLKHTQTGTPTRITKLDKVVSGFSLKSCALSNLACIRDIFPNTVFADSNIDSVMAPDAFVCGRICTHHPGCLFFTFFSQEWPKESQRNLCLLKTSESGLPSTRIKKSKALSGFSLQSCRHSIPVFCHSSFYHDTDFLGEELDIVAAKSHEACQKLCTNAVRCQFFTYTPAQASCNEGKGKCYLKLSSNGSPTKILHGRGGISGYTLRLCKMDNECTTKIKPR
Target sequence (P03951 388-625 limits assumed): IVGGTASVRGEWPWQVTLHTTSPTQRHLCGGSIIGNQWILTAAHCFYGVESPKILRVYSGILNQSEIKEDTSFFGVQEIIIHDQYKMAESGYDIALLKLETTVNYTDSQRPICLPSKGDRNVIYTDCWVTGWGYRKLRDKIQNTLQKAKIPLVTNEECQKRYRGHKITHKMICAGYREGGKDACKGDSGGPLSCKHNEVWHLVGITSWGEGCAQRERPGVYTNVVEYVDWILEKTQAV
CHOP inhibitor – CHOP inhibition in unfolded protein response; CHO-K1 CHOP-promoter luciferase, tunicamycin-induced, 15-18 h; inhibition, % at 10 µM; 220,000 compounds, 3.8% hits;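 active = compounds that reduced the stress-induced luciferase reporter signal by more than about 70% of percent inhibition, limit read from the data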;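 also: 0% = tunicamycin plus vehicle and 100% = wells without tunicamycin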
zVAD death inh – blocks zVAD induced death of L929 cells. L929 zVAD necroptosis rescue, ATP luminescence, 24 h; with zVAD 60 µM. 220,000 compounds, 0.38% hits. viability rescue, % at 10 µM;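 active = activation, scaled between plate controls, above about 75%, limit read from the data; inactive = activation under that limit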;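 also: 0% = zVAD with DMSO and 100% = DMSO alone without zVAD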
An asterisk follows results filed as active; / = not tested or not shown; & = joins results of further samples; [ ] = dose if it differs, or a comment.

SMILES	TNF death inh	Wee1 stabilizer	PPC-1+TRAIL kill	Tb hexokinase	FXIIa inh 1536	EP2 antag	FXIa inh 1536	CHOP inhibitor	zVAD death inh
CCOC(=O)N1CCC(N2C(=O)c3ccccc3C2Nc2cc(C)cc(C)c2)CC1 (stereo unspecified)	1.0	-1	-11	1	5	6	-4	17	-0.7
O=C(NCC(=O)N(Cc1cccs1)C(C(=O)NC1CCCC1)c1ccco1)c1cccs1 (stereo unspecified)	-3.0	1	6	-4	6	22	0	14	-0.6
COc1ccc(CC(=O)OCC(=O)Nc2ccc(N3CCOCC3)cc2)cc1	2.0	2	-9	-4	7	15	9	1	1.1
CN(C)c1ccc(/C=N\NC(=O)c2cccc3cc[nH]c23)cc1	-8.5	3	13	-17	6	7	-2	-36	2.0
COCCCn1c(-c2ccc(Cl)cc2)n[nH]c1=S	2.0	-2	0	-13	23	2	0	6	0.3
O=C(Nc1ccc(S(=O)(=O)NC2CCCCC2)cc1)c1ccco1	-0.2	-2	12	3	8	4&6	7	23	1.6
Fc1ccc(C2CCCN2Cc2nc(Cc3ccccc3)no2)cc1 (stereo unspecified)	1.5	1	10	-2	6	11	-3	43	-0.4
C/C=C(\C)C(=O)Nc1cccc(C2=NOC3(C2)C[C@@H](C(N)=O)N(C(=O)c2ccccc2C(=O)c2ccccc2)C3)c1 (stereo partly specified)	1.1	/	3	-17	11	11	4	-16	-0.6
CC(C)Cc1ccc(S(=O)(=O)Nc2ccccn2)cc1	-1.5	0	20	-19	11	3	2	5	-0.8
O=S(=O)(c1cccc(S(=O)(=O)N2CCOCC2)c1)N1CCCCC1	0.3	0	-7	2	3	7&9	0	26	-1.1
Cc1cccc(C2CC(c3ccc(Cl)cc3)Nc3nc(N)nn32)c1 (stereo unspecified)	3.2	1	-9	3	-8	8	-15	0	0.9
CN1CCN(/N=C/c2ccc(N(c3ccccc3)c3ccccc3)cc2)CC1	-3.7	2	28	-25	6	-1	-5	105*	1.9
Cc1cc(C(=O)OCC(=O)N2c3ccccc3CC2C)c(C)o1 (stereo unspecified)	3.2	0	10	-1	20	19	17	-6	0.0
CCOc1ccc(-n2c(C)nc3cc(C(=O)NCc4ccco4)ccc32)cc1	-0.4	9.5*	13	-7	10	15	4	20	-0.1
Nc1n[nH]c(N)c1N=Nc1cccc(F)c1	-3.5	-2	3	-23	4	3	-3	24	-0.8
COc1cc(CCC(=O)N2CCN(c3ccc(N4CCOCC4)nn3)CC2)cc(OC)c1OC	1.6	0	8	2	13	/	8	4	0.3
Cc1ccc(Nc2ccccc2)nn1	3.8	-3	7	-4	1	4	0	-9	1.0
COc1ccc(Cl)cc1S(=O)(=O)NC1CC(C)(C)NC(C)(C)C1	2.4	0	0	5	-1	5	-7	6	1.4
Cn1ncc2c(Nc3cccc4ccccc34)ncnc21	-0.3	0	15	-8	13	15	-6	-2	0.6
CCOc1ccc(C(=O)Nc2ccc(N3CCN(C)CC3)cc2)cc1[N+](=O)[O-]	0.2	7	20	-9	12	1	3	-5	0.8
CC(C)C(=O)N(Cc1ccc2c(c1)OCO2)Cc1ccccn1	0.6	0	0	7	4	2	-4	0	-0.1
CC(OC1=CC(=O)CCC1)C(=O)c1ccccc1 (stereo unspecified)	0.9	4	8	2	4	2	3	5	-0.6
O=C(c1ccccc1)c1nc2ccccc2n(CCCn2c(=O)c(C(=O)c3ccccc3)nc3ccccc32)c1=O	-0.1	-1	-19	-23	-7	8	-9	20	-0.2
CCOC(=O)Nc1ccc(S(=O)(=O)Nc2cc(C)nc(C)n2)cc1	-1.0	-1	-4	2	25	10	7	7	-0.4
Cc1cc(C)c2cc(CN(CCO)C(c3nnnn3Cc3ccc(F)cc3)C(C)C)c(=O)[nH]c2c1 (stereo unspecified)	-9.2	-1	-2	-13	0	5	-6	28	-0.2
Cc1[nH]n(-c2ccccc2)c(=O)c1C1(C(F)(F)F)C(=O)N(c2ccccc2)C2=C1C(=O)CC(C)(C)C2 (stereo unspecified)	-1.8	-1	12	-4	10	12	0	13	-0.3
O=C(CNC(=O)c1ccccc1)N/N=C/c1ccccc1Cl	0.8	1	1	-3	-4	4	-2	9	3.5
COc1ccc(S(=O)(=O)N(CC(=O)Nc2ccc(S(=O)(=O)N3CCOCC3)cc2)c2ccccc2)cc1	-1.9	-1	9	2	4	8	-2	26	-0.1
O=C(Nc1ccc2oc(-c3ccccc3)nc2c1)c1ccncc1	-6.3	2	10	0	11	20	9	12	-0.3
CCCCCCn1ccc(=N)cc1	-16	4	14	-5	10	10	-1	/	0.2
C/C(=N\Nc1ccccn1)c1cccs1	4.1	6	-2	-29	/	7	-2	-9	5.3
CC(/C=N/NC(=O)c1ccco1)=C\c1ccccc1	-2.5	3	63*[5 µM]	-39	6	6	-2	-5	0.8
Cc1ccc(-c2nsc3c(N4CCC(C(N)=O)CC4)ncnc23)cc1	1.8	6	20	-7	18	/	3	29	-0.3
CCN(CC(N)=O)S(=O)(=O)c1ccc(Br)cc1	-0.1	0	14	5	-4	7	-10	-5	0.4
O=C1NC(=O)/C(=C\c2cn(Cc3ccccc3F)c3ccccc23)N1	0.5	2	-13	0	11	3	2	40	6.8
O=C(Cc1ccc(F)cc1)Nc1ccc(S(=O)(=O)N2CCCCC2)cc1	5.4	-3	2	5	7	3	-3	19	49
COc1ccc(OC)c(S(=O)(=O)Nc2ccc(O)c(Sc3ncn[nH]3)c2)c1	0.5	-3	3	-1	4	9	0	19	0.2
Cc1ccc(CN=C2NC(=O)C(CC(=O)NCCc3ccccc3)S2)cc1 (stereo unspecified)	1.2	-1	-9	3	11	6	-6	17	1.4
Cc1cc(CC(=O)O)c(C)cc1CC(=O)O	1.8	-1	12	2	-4	6	-2	4	1.2
N#CCSc1nc2c(cc1C#N)CCCCCC2	-0.4	2	22	5	17	6	3	35	1.8
CCOc1ccc(S(=O)(=O)Nc2ccc(S(=O)(=O)N3CCCCC3)cc2)cc1	-0.4	2	2	-1	12	4	7	15	0.5
CCOC(=O)C1CCCN(C(=O)c2cn(C)c3ccc(S(=O)(=O)N4CCCC4)cc3c2=O)C1 (stereo unspecified)	1.8	-3	11	-12	7	2	-2	21	3.4
O=C(COc1ccc(Cl)cc1)Nc1cnn(Cc2c(Cl)cccc2Cl)c1	-1.0	1	8	-4	7	17	1	-8	0.1
COc1ccc(/C=N/OCC(=O)N(Cc2ccc(OC)cc2)c2ccccc2C(=O)O)cc1	0.7	1	0	-12	8	4	7	3	0.8
COc1ccccc1N/C=C/C(=C(C#N)C#N)N(C)C	-1.6	2	7	-24	2	2	1	-8	2.3
Nc1ccc2c(c1)C(=O)N(CCCCCC(=O)O)C2	-0.8	0	21	7	7	9	4	0	-0.5
COc1cc(C(=O)Nc2nnc(-c3sccc3C)s2)cc(OC)c1OC	-0.8	0	15	-14	8	33	4	60	-1.1
C=CCn1c(C)nnc1SCC(=O)c1[nH]c(C)c(C(C)=O)c1C	-0.4	-1	16	-7	-1	3	-4	-1	1.7
Cc1cc(NC(=O)COC(=O)C2CCN(S(=O)(=O)c3ccc(Cl)cc3)CC2)no1	1.0	-1	4	0	16	9	4	20	1.4
Cn1c(=O)oc2cc(S(=O)(=O)N3CCCC(C(=O)NCc4ccc5c(c4)OCO5)C3)ccc21 (stereo unspecified)	0.5	-3	0	1	15	8	5	-1	-0.9

Next records:
SMILES	TNF death inh	Wee1 stabilizer	PPC-1+TRAIL kill	Tb hexokinase	FXIIa inh 1536	EP2 antag	FXIa inh 1536	CHOP inhibitor	zVAD death inh
CCOc1ccccc1NC(=O)Nc1ccc(CC#N)cc1	0.7	10*	18	1	8	17	-1	-11	3.9
CCn1c2ccc(Cl)cc2c2nc3ccccc3nc21	-1.0	1	2	-14	9	7	3	40	0.2
CC(=O)Nc1ccc(Nc2cc(C)nc3c(-c4ccccc4)c(C)nn23)cc1	0.7	-2	22	-24	8	8	4	42	5.4
CCCn1c(SCC(=O)NCCc2ccccc2)nnc1-c1cccnc1	0.6	-2	10	1	2	7&16	-24	18	0.0
COc1ccc(N(C(=O)c2ccco2)S(=O)(=O)c2ccccc2)cc1	17	-1	16	4	16	5	10	60	1.1
CC(C)Oc1cc(O)c2c(=O)c(-c3ccc(O)cc3)coc2c1	-15	1	29	2	10	8	6	/	-0.3
COc1ccc(C(C(=O)NC2CCCC2)N(Cc2ccccc2)C(=O)c2nsc(Cl)c2Cl)cc1 (stereo unspecified)	-5.2	-1	6	6	16	6	3	69	-0.1
Cc1ccc(S(=O)(=O)/N=C(/NC(=S)Nc2cccc(C)c2)c2ccccc2)cc1	-0.1	2	17	-26	21	/	16	-6	-0.1
Clc1ccc(CSc2nnc(-c3ccncc3)s2)cc1	5.5	-3	15	0	6	9	8	7	-0.1
CCCn1c(=O)c(-c2ccccc2)c(O)c2ccccc21	0.3	2	-3	-1	13	11&8	2	6	1.9
O=C1C(C2=NC(c3ccccn3)C3C(=O)N(c4ccc(Cl)cc4Cl)C(=O)C23)=C(O)c2ccccc21 (stereo unspecified)	-4.2	1	4	-33	12	4	1	105*	2.6
CN(C(=O)NC1CCCCC1)c1ccccc1	0.4	-1	17	-4	7	6	0	-5	1.9
CNC(=O)COC(=O)[C@@H](Nc1ccc(S(=O)(=O)N2CCOCC2)cc1[N+](=O)[O-])C(C)C	0.8	-3	22	31	0	6	-7	-13	1.0
Nc1nnnn1/N=C/c1ccccc1OCc1ccc(Cl)cc1	6.4	-1	10	-17	16	11	8	-24	-0.3
Cc1ccc(-c2[nH]ncc2/C=N/n2c(COc3ccccc3)nc3ccccc3c2=O)cc1	-0.8	2	29	1	12	7	-3	99*	3.8
Nc1c(C(=O)Nc2ccccc2)sc2nc3c(c(-c4ccco4)c12)CCCC3	0.1	4	0	-14	3	10	1	55	0.2
COc1ccc(/C=C/C(=O)Nc2c(C(=O)O)[nH]c3ccccc23)cc1OC	2.0	-1	-1	-66	5	17	-1	17	0.4
Cc1ccc(NC(=O)CN(C)S(=O)(=O)c2ccc(Br)s2)cc1F	-0.4	-1	14	4	3	8	-3	47	/
Cc1ccc(C)c(S(=O)(=O)N/N=C/c2cccnc2)c1	1.0	2	40	21	5	6	3	72*	0.4
CCCCC(=O)Nc1nnc(SCC(=O)NC2CCCC2)s1	-0.2	7	-19	0	6	2	-3	13	0.6
CC(=O)NC(=O)c1cnn(-c2ccccc2)c1N	1.0	0	-8	0	9	9	3	7	0.0
Cc1ccc(SCCC(=O)Nc2c(C)n(C)n(-c3ccccc3)c2=O)cc1	-0.1	1	11	2	10	10	0	32	0.7
Cc1ccc(/C=C/C(=O)NCc2ccco2)o1	0.9	3	9	-7	3	8	4	-21	1.3
O=C1OC(N2CCN(C(=O)C3CCCO3)CC2)c2ccccc21 (stereo unspecified)	-0.6	-2	-4	63*	6	3	-1	-21	0.0
O=C(Oc1ccc(-c2ccccc2)cc1)C1C2CCCCC21 (stereo unspecified)	-1.1	-1	6	-3	8	7	2	36	0.8
CN(C)c1ccc(C2N(c3ccc(F)cc3)C(=O)C3CCCN32)cc1 (stereo unspecified)	-1.6	-2	26	-46	12	7	3	-6	0.1

3 entries from above, as a markdown table.
| SMILES | TNF death inh | Wee1 stabilizer | PPC-1+TRAIL kill | Tb hexokinase | FXIIa inh 1536 | EP2 antag | FXIa inh 1536 | CHOP inhibitor | zVAD death inh |
| --- | --- | --- | --- | --- | --- | --- | --- | --- | --- |
| Cc1ccc(SCCC(=O)Nc2c(C)n(C)n(-c3ccccc3)c2=O)cc1 | -0.1 | 1 | 11 | 2 | 10 | 10 | 0 | 32 | 0.7 |
| Cc1ccc(/C=C/C(=O)NCc2ccco2)o1 | 0.9 | 3 | 9 | -7 | 3 | 8 | 4 | -21 | 1.3 |
| O=C1OC(N2CCN(C(=O)C3CCCO3)CC2)c2ccccc21 (stereo unspecified) | -0.6 | -2 | -4 | 63* | 6 | 3 | -1 | -21 | 0.0 |

These rows are one share of the data (hit frequency here may not be typical).
